# H37Rv inhibition: M. tuberculosis growth inhibition, HTS (AID 449762); one-dose inhibition, % at 25 µM; IC50 in µM for titrated hits; 330,000 compounds, 0.59% hits; M. tuberculosis H37Rv growth inhibition, 7H9 media; higher % means a stronger effect; in the data active means a potency from the dose series; inconclusive means inhibition above about 70% without an active follow-up result;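 further: bacterial growth assessed after seven days of incubation; strong numbers were not always called active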
# PhoP GFP inhibition: Inhibition of PhoP regulon, Salmonella typhi GFP reporter cells, confirmation, 4 h (AID 1850) | Salmonella Typhi PhoP-promoter GFP reporter, fluorescence, 4 h; higher % means a stronger effect | one-dose inhibition, % at 50 µM; IC50 in µM for titrated hits | 310,000 compounds, 0.33% hits; in the data active means a potency from the dose series; inconclusive means inhibition mostly from about 25% at the one dose, without a potency; inactive means the rest, 99 in 100 with inhibition below about 19%;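 further: 0% = induced wells with vehicle and 100% = uninduced wells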
# influenza NS1A: NS1A inhibition, H1N1 influenza, cell based functional assay (AID 504329) | 340,000 compounds, 0.3% hits | inhibition, % at 12.5 µM; hits with a dose series show IC50 in µM | NS1A functional cell-based assay, percent inhibition; higher % means a stronger effect; in the data active means a potency from the dose series; inconclusive means inhibition above about 27% without an active follow-up result; further: strong numbers were not always called active
# tuberculosis growth: growth inhibition of non-replicating M. tuberculosis (AID 488890); Mycobacterium tuberculosis non-replicating, growth inhibition; higher % means a stronger effect; inhibition, % at 25 µM; hits with a dose series show IC50 in µM; 320,000 compounds, 0.39% hits; in the data active means a potency from the dose series; inconclusive means inhibition mostly from about 82% at the one dose, without a potency; inactive means the rest, 99 in 100 with inhibition below about 76%;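 further: plate controls were DMSO cells for no effect and high antibiotic wells for full effect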
# VEEV TC-83 Vero: inhibitors of VEEV TC-83 cytopathic effect, confirmation, Vero cells (AID 588727). 350,000 compounds, 0.13% hits. inhibition, % at 20 µM, or IC50 in µM where a hit was titrated. Vero cells, VEEV TC-83 cytopathic effect inhibition; higher % means a stronger effect; in the data active means a potency from the dose series; inconclusive means inhibition mostly from about 14% at the one dose, without a potency; inactive means the rest, 99 in 100 with inhibition below about 12%; further: strong numbers were not always called active
# VEEV TC-83 Vero 10K pilot screen: second read-out of VEEV TC-83 Vero, no call of its own (marks repeat the call); inhibition, %; measured here: 10K pilot screen inhibition
# * hit, by the source's call; i = inactive; ? = inconclusive; / = no result given; & = joins results of further samples.
SMILES,H37Rv inhibition,PhoP GFP inhibition,influenza NS1A,tuberculosis growth,VEEV TC-83 Vero,others
Cc1ccc(-c2nn(-c3ccccc3)cc2/C=C/C(=O)Nc2cccc(S(N)(=O)=O)c2)cc1,13%,16%,-1%,-7%,0.4%,
Cc1cc(NCCCN(C)C)n2nc(-c3cccs3)cc2n1,-2%,3%,4%,-1%,7.6%,
CCC(C)[C@H](NC(=O)OC(C)(C)C)C(=O)N/N=C/c1cccc2nccnc12 (some centres not stated),-12%,-15%,1%,17%,i,
Cc1ccc(S(=O)(=O)n2cc(CO)c3ccccc32)cc1,/,/,-2%,/,0.5%,
COc1ccc(CNC(=O)C(C)OC(=O)c2cccs2)cc1 (configuration not stated),-1%,6%,8%,-3%,1.4%,
O=C(Nc1ccccc1N1CCCCC1)c1ccc2nccnc2c1,?,0%,22%,50%,7.2%,
CC(=O)N1c2ccc(S(=O)(=O)N(C)Cc3ccccc3)cc2CC1C (configuration not stated),4%,10%,0%,-1%,6.3%,
CCc1cccc(C)c1NC(=O)CCCN1C(=O)CN(C)C1=O,-5%,/,-2%,-1%,i,
COc1ccc(OC)c(/C=C/C(=O)NCCc2nc3ccccc3[nH]2)c1,5%,-7%,-1%,13%,3.3%,
NC(=NCCCCCCN=C(N)/N=C(\N)Nc1ccc(Cl)cc1)/N=C(\N)Nc1ccc(Cl)cc1,?,5.3µM*,16%&16%&13%,?,?,

# Retrieved one by one from the entries so far (2):
SMILES,H37Rv inhibition,PhoP GFP inhibition,influenza NS1A,tuberculosis growth,VEEV TC-83 Vero,others
O=C(Nc1ccccc1N1CCCCC1)c1ccc2nccnc2c1,?,0%,22%,50%,7.2%,
COc1ccc(OC)c(/C=C/C(=O)NCCc2nc3ccccc3[nH]2)c1,5%,-7%,-1%,13%,3.3%,

# Carrying on.
SMILES,H37Rv inhibition,PhoP GFP inhibition,influenza NS1A,tuberculosis growth,VEEV TC-83 Vero,others
C=CCC1c2cccc(C(=O)OC)c2C(=O)N1c1ccccc1 (configuration not stated),5%,-3%,7%,-12%,1.2%,
COc1ccc(S(=O)(=O)NCCC(=O)NC2CCCCC2C)cc1[N+](=O)[O-] (configuration not stated),0%,/,-7%,11%,2.1%,
O=C(/C=C/c1ccc2c(c1)OCO2)N1CCN(c2ccccc2F)CC1,0%,0%,-5%,13%,0.0%,
Cc1nc(CCNC(=O)CC2C(=O)NCCN2CC(C)C)nc2c1CCC2 (configuration not stated),-7%,0%,18%,5%,0.1%,
CN(C)C1(c2nnnn2CCOC(=O)Nc2ccc(Cl)cc2)CCCCC1,0%,10%,-11%,21%,4.7%,
O=S(=O)(N/N=C\c1ccc2c(c1)OCO2)c1ccccc1,1%,-1%,-5%,6%,0.8%,
COCCSc1ccccc1C(=O)N1CCN(Cc2ccccc2)CC1,3%,5%,-4%,18%,i,
O=C(NCc1ccncc1)/C(=N/O)c1ccccc1,-1%,8%,-2%,-1%,0.8%,
O=c1[nH]cnc2ncc(-c3ccc(O)cc3)nc12,-2%,-2%,-6%,0%,4.5%,
CC(C(=O)N1CCc2ccccc21)N1CCN(S(=O)(=O)c2cccc(C(F)(F)F)c2)CC1 (configuration not stated),-2%,/,-17%,-13%,i,
CCc1nnc(NC(=O)CCN2C(=O)c3ccccc3C2=O)s1,-1%,-5%,-6%,8%,2.4%,VEEV TC-83 Vero 10K pilot screen=0.3
CCOC(=O)Nc1ccc(S(=O)(=O)Nc2cc(C)on2)cc1,0%,-1%,-11%,17%,1.9%,
CNC(=O)OCc1cccc(COC(=O)NC)n1,1%,-1%,-19%,1%,1.7%,
COc1ccccc1NC(=O)c1cc(S(=O)(=O)N2CCc3ccccc32)ccc1F,-2%,-12%,5%,3%,1.8%,
O=C(CS(=O)(=O)Cc1ccccc1)NCc1ccccc1Cl,-3%,-3%,14%,-3%,i,
Cc1ccc(-c2cc(C(=O)Nc3ccc(S(=O)(=O)N4CC(C)OC(C)C4)cc3)[nH]n2)c(O)c1 (configuration not stated),0%,14%,4%,-10%,i,
Cc1nnc(N2C(=O)C(O)=C(C(=O)c3ccco3)C2c2ccc(C(C)(C)C)cc2)s1 (configuration not stated),-8%,-2%,-5%,39%,3.3%,VEEV TC-83 Vero 10K pilot screen=1.7
Fc1cccc(CN2CCC(Cc3ccccc3)CC2)c1,-25%,-7%,-2%,34%,i,
COc1cccc(N2CCN(c3nc(-c4ccccc4C)cc(=O)[nH]3)CC2)c1,51%,3%,3%,22%,5.0%,
CC(C)Cc1nn2c(N)c(/C=C3\C=Nc4ccccc43)c(=O)nc2s1,53%,0%,-5%,3%,9.8%,
CC(=O)C(N=Nc1ccccc1)(Sc1nnc(-c2ccccc2)n1-c1ccccc1)C(=O)Nc1ccccc1 (configuration not stated),-17%,1%,-2%,28%,0.1%,
COc1ccccc1N1CCN(C2CCCN(Cc3c(F)cccc3F)C2)CC1 (configuration not stated),7%,2%,-4%,0%,1.1%,
CCOC(=O)CNC(=O)C1c2ccccc2Oc2ccccc21,3%,-4%,24%,80%,0.6%,
CC(C)CCn1c(N2CCN(c3cccc(Cl)c3)CC2)nc2c1c(=O)[nH]c(=O)n2C,5%,-8%,3%,-7%,7.3%,
Cc1cccc(N(C(=O)Cc2cccs2)C(C(=O)NCc2ccco2)c2ccncc2)c1 (configuration not stated),-4%,-3%,/,-10%,5.2%,
CCc1ccc(C(C(=O)NC2CCCCC2)N(C(=O)c2csnn2)C2CC2)cc1 (configuration not stated),2%,-4%,11%,8%,0.1%,
COC(=O)CSc1nnc(-c2ccc(S(=O)(=O)N3CCCCC3)cc2)o1,?,-6%,-4%,?,i,
O=C(O)c1ccc(Cn2c(=S)[nH]c3cc(Cl)ccc3c2=O)cc1,-8%,1%,-2%,1%,0.1%,
Cc1cccc(Oc2ncnc3onc(C)c23)c1,5%,-3%,-1%,-4%,4.2%,
COc1ccc(N2CC(NC(=O)c3ccc4ccccc4c3)CC2=O)cc1OC (configuration not stated),7%,0%,-15%,3%,7.2%,
COCCn1c(C)cc(C(=O)COC(=O)c2ccc(Br)o2)c1C,3%,-3%,3%,i,0.7%,
O=C(Cn1c(=O)oc2ccccc21)Nc1ccccc1N1CCOCC1,-12%,3%,-7%,-4%,i,
Brc1ccc(-c2cn3c(n2)SCC3)cc1,3%,3%,2%,-9%,1.3%,VEEV TC-83 Vero 10K pilot screen=0.8
Cc1ccc(S(=O)(=O)NNC(=O)C2COc3ccccc3O2)cc1 (configuration not stated),-2%,-8%,-7%,2%,i,
Fc1ccc(C2=CC(c3ccc(Br)o3)n3ncnc3N2)cc1 (configuration not stated),1%,-60%,-7%,35%,7.0%,
COc1ccccc1NC(=O)C1C2C=CC(O2)C1C(=O)O (configuration not stated),4%,-10%,/,-8%,/,
Cc1cccc(/N=C/c2c(O)[nH]c3ccccc23)n1,19%,-10%,1%,13%,0.8%,
Cc1ccc(S(=O)(=O)Cc2ccc(C(=O)N3CCC(C)CC3)cc2)cc1,-9%,-2%,1%,0%,1.6%,
CCn1nc(C)cc1C(=O)N1CCCC(N(C)CCc2ccc(OC)c(OC)c2)C1 (configuration not stated),9%,-4%,25%,12%,i,
O=C(NCc1ccncc1)c1cccc(NS(=O)(=O)c2ccc(F)c(F)c2)c1,2%,/,1%,21%,0.3%,
CCOC(=O)c1cnc(SC)nc1Oc1cccc(NS(=O)(=O)c2ccc(C)cc2)c1,14%,-5%,-4%,-6%,7.6%,
CCOc1ccc(N2CC(C(=O)Oc3ccccc3)CC2=O)cc1 (configuration not stated),-3%,15%,7%,72%,i,
COc1cc(C(=O)c2c(C)c(CCC#N)n3ccccc23)cc(OC)c1OC,-6%,-10%,5%,-6%,0.8%,
Cc1ccc(NC(=O)c2cnn(-c3ccccc3)c2NC(=O)c2ccco2)cc1,0%,5%,-6%,-3%,0.9%,
COc1ccccc1Nc1ncc(C(=O)Nc2ccc(OC)c(OC)c2)c2ccccc12,6%,0%,13%,-16%,0.0%,
CC(C)OCCCn1c(=O)c2ccccc2n2c(CCC(=O)O)nnc12,1%,0%,5%,-25%,0.8%,
CC[C@H]1CCCCc2ccccc2[C@@H](C(=O)C[C@@H](O)CC(C)=O)OC1=O,-6%,/,-12%,-2%,i,
O=C(O)C1CCN(C(=O)CSc2nc3ccccc3s2)CC1,-6%,7%,-3%,0%,1.5%,
N#CC[C@H](Cc1ccccc1)N1CCN(CCc2ccccc2)CCC1=O,-1%,-44%,1%,14%,0.0%,
CCOc1ccc(NC(=O)Cn2cc(C(=O)CC)c3ccccc32)cc1,3%,3%,-4%,3%,0.4%,
# Carrying on:
SMILES,H37Rv inhibition,PhoP GFP inhibition,influenza NS1A,tuberculosis growth,VEEV TC-83 Vero,others
O=C(Cc1ccccc1)Nc1ccc(Cl)cn1,-2%,0%,13%,78%,0.2%,
Cc1nn(C(=O)c2cccnc2)c(C)c1Sc1ccccc1,13%,10%,-8%,2%,1.5%,
COc1ccc(CCC(C)N(C)Cc2ccccc2)cc1 (configuration not stated),3%,-4%,-3%,-2%,0.5%,
CCOc1ccc(/C=C2\SC(=O)N(CCNC(=O)CN3C(=O)NC4(CCCC4)C3=O)C2=O)cc1OC,-5%,6%,-5%,7%,9.2%,
CC(/C=N/n1c(-c2cc(C)[nH]n2)n[nH]c1=S)=C\c1ccco1,0%,5%,1%,-12%,0.2%,
Cc1ccc(NC(=O)N2CC2)cc1NC(=O)N1CC1,/,/,7%,/,2.6%,
Cc1cccc(NC(=O)Cc2cccs2)n1,6%,-20%,12%,13%,1.3%,
CC(C)CC(NS(=O)(=O)c1ccc2[nH]c(=O)c(=O)[nH]c2c1)C(=O)O (configuration not stated),-1%,-3%,-2%,-11%,1.9%,
O=C1NCCCN1Cc1ccc(F)cc1,-9%,-7%,3%,-10%,1.1%,
CCC(C)c1ccccc1N1CC(C(=O)Nc2cccc(S(=O)(=O)N3CCOCC3)c2)CC1=O (configuration not stated),-15%,-8%,-6%,6%,3.8%,
CCOc1ccc(C(=O)c2cc3ccc(O)cc3oc2=O)cc1,2%,11%,1%,15%,1.4%,
CC1CC2C3CCC4=CC(=O)C=CC4(C)[C@@]3(Cl)C(O)CC2(C)C1(O)C(=O)CO (some centres not stated),9%,0%,3%,14%,1.6%,
N=C(N)SCP(=O)(c1ccccc1)c1ccccc1,65%,-6%,-3%,49%,2.5%,
CCCn1c(N)c(CC)c(=O)[nH]c1=O,5%,-5%,-4%,2%,0.2%,
COc1cccc(CN2CCSCC2)c1,-5%,1%,0%,-15%,0.7%,
O=C(C1CCCN1S(=O)(=O)c1ccc(Cl)cc1)N1CCOCC1 (configuration not stated),-9%,4%,-8%,-1%,1.2%,
N#Cc1ccc(NC(=O)CCNC(=O)c2ccco2)cc1Cl,9%,5%,5%,7%,0.3%,
O=C(CSc1nnc(CNc2ccc(F)cc2)n1-c1ccccc1)N1CCOCC1,6%,-5%,-15%,-2%,i,
CCOC(=O)c1c(NC(=O)COC(=O)Cn2c(C)nc3ccccc32)sc2c1CCCC2,2%,-4%,-3%,-10%,0.3%,
O=C(Nc1nc2ccc(S(=O)(=O)N3CCCCC3)cc2s1)c1cccnc1,-5%,-6%,-2%,17%,1.8%,

# Some of these compounds in order of molar mass, ascending:
SMILES,H37Rv inhibition,PhoP GFP inhibition,influenza NS1A,tuberculosis growth,VEEV TC-83 Vero,others
O=C(C1CCCN1S(=O)(=O)c1ccc(Cl)cc1)N1CCOCC1 (configuration not stated),-9%,4%,-8%,-1%,1.2%,
O=C(Nc1nc2ccc(S(=O)(=O)N3CCCCC3)cc2s1)c1cccnc1,-5%,-6%,-2%,17%,1.8%,
CCOC(=O)c1c(NC(=O)COC(=O)Cn2c(C)nc3ccccc32)sc2c1CCCC2,2%,-4%,-3%,-10%,0.3%,

# (list continues)
SMILES,H37Rv inhibition,PhoP GFP inhibition,influenza NS1A,tuberculosis growth,VEEV TC-83 Vero,others
CS(=O)(=O)N(Cc1ccccc1)c1ccc(C(=O)N2CCc3ccccc3C2)cc1,-3%,3%,6%,26%,4.7%,
CC(C)(C)OC(=O)N1CCC(C(=O)Nc2ccc(C(=O)N3CCCC3)cc2)CC1,/,/,-14%,/,4.8%,
C=CCn1c(SCC(=O)Nc2ccccc2F)nnc1C(C)NC(=O)c1ccccc1F (configuration not stated),-12%,-2%,-7%,1%,3.5%,
COc1ccc(N2CCN(C(=O)C34CCC(C)(C(=O)C3)C4(C)C)CC2)cc1 (configuration not stated),-4%,0%,-1%,34%,6.7%,

# Bioassay records deposited in PubChem by Southern Research Specialized Biocontainment Screening Center.
